Tn7 DDE FP: disrupts Tn7 cyclic peptide binding to fibrin D-Dimer-E complex; FP displacement of FITC-Tn7 peptide from fibrin DD(E); 0% = median of compound wells per plate; inhibition, % at 8.3 µM; 370,000 tested, 0.13% active; AID 720508;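 active means inhibition above the mean of compounds falling within the control limits plus 3 SD of them, cut at about 14% in these data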;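 further: 0% = plate median of compound wells and 100% = 10 µM Aha-Tn7 peptide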
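Measure: % inhibition scaled between sample-field median and high-control FP; Test system: human fibrin DD(E); Quantity: 2 µM final DD(E) protein; Doses: one dose, 8.3 µM nominal; Schedule: compound with protein 10 min, then 3 h after probe, room temperature; Detection: fluorescence polarization; Medium: Tris buffer with calcium and detergent, pH 7.8.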
KLK7 zymogen act: activates the human kallikrein-7 zymogen. P49862. purified proKLK7, EDANS-DABCYL substrate fluorescence; 100% is mature enzyme control, 0% vehicle. 370,000 tested, 0.9% active. activation, % at 7 µM;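 active means activation above the mean of all tested compounds plus 3 SD, computed per campaign excluding outliers beyond control limits, cut at about 13% in these data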
PLCb3 inh: blocks human PLC-beta3 enzyme activity | Q01970 | Purified PLC-beta3, fluorogenic substrate, fluorescence | inhibition, % at 12.2 µM | 370,000 tested, 0.18% active; in the data active means inhibition above about 11%;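 further: 0% = median of compound wells on plate and 100% = full blocker control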
Target sequence (Q01970 whole entry, looked up): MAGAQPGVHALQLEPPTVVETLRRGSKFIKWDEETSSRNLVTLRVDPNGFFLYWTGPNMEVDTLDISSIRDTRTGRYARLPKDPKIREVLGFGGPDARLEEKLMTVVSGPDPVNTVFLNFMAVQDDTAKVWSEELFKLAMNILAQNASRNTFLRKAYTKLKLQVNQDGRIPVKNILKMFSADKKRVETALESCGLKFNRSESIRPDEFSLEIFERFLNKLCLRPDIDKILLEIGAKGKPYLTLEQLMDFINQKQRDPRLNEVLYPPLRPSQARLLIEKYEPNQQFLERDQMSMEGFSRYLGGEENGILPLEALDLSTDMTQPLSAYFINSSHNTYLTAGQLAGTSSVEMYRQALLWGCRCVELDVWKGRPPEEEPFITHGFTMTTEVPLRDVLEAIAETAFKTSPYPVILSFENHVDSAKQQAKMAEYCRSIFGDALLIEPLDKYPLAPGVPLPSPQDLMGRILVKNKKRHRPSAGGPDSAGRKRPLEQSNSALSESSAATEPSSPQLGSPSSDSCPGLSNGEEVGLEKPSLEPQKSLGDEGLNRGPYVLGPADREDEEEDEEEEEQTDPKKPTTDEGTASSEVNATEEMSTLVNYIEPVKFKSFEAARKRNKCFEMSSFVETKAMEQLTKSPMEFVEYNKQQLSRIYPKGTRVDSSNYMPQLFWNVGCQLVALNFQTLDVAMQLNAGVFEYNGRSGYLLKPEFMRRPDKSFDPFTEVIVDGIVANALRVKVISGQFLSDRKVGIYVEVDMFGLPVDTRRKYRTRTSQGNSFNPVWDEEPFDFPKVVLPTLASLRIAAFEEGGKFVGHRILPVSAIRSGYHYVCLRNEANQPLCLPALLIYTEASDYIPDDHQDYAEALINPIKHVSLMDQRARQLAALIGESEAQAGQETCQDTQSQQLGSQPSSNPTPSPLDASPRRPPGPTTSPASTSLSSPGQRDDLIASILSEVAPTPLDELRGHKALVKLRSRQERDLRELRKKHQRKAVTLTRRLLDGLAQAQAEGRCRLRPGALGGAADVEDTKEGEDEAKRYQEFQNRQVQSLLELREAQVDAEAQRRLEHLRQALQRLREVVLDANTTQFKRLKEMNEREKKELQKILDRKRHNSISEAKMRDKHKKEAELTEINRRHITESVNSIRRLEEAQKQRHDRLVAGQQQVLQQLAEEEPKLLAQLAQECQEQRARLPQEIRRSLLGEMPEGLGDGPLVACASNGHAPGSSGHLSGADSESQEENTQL
ASAP1 GAP inh: inhibitors of human ASAP1 ArfGAP activity. inhibition, % at 16.5 µM. 360,000 tested, 0.19% active. ASAP1-stimulated ARF1 GTP hydrolysis, GDP FP detection. Q9ULH1. AID 624377; in the data active means inhibition above about 25%;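 further: 0% = vehicle with enzyme and substrate and 100% = no enzyme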
PLC-gamma1 inh: blocks human PLC-gamma1 enzyme activity; purified PLC-gamma1, fluorogenic substrate, fluorescence; inhibition, % at 12.2 µM; 370,000 tested, 0.84% active; AID 720700; in the data active means inhibition above about 9.5%
UHRF1 MBD2 ctr: blocks human UHRF1 binding to methylated DNA | UHRF1 binding to methylated oligo, TR-FRET | inhibition, % at 4.4 µM | 370,000 tested, 0.75% active | AID 687016; in the data active means inhibition above about 21%;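 further: UHRF1 SRA domain binding a hemimethylated CpG hairpin DNA probe; 0% = median of test compound wells and 100% = reference inhibitor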
Tn6 DDE FP: inhibitors of Tn6 peptide binding to human fibrin DD(E) | P02675 | Fibrin DD(E) TRITC-Tn6 fluorescence polarization displacement | inhibition, % at 8.3 µM | 370,000 tested, 0.21% active | AID 720509;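 active means inhibition above a per-campaign cutoff: mean of compounds within control limits plus 3 SD, cut at about 15% in these data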;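 further: 0% = median of all compound wells on the plate and 100% = blocking peptide control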
ADAM17 inh: inhibits human ADAM17. P78536. recombinant ADAM17, EDANS/DABCYL FRET peptide cleavage. inhibition, % at 6.95 µM. 370,000 tested, 0.83% active. AID 720648;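 active means inhibition above the mean of compounds lying between control limits plus 3 SD, set per campaign, cut at about 8.5% in these data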;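 further: 0% = DMSO-only wells as the low control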
MBD2 inh: blocks human MBD2 binding to methylated DNA. TR-FRET, MBD2 binding to methylated oligonucleotide. 370,000 tested, 0.31% active. AID 686964. inhibition, % at 4.4 µM. Q9UBB5; in the data active means inhibition above about 13%
ARFGAP1 inhibitor: inhibits rat ARF GTPase activating protein 1 | 360,000 tested, 0.26% active | inhibition, % at 16.5 µM | Arfgap1-stimulated ARF1 GTP hydrolysis, GDP FP detection;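 active means inhibition above a per-plate limit, mean inhibition of low control wells plus 3 SD, cut at about 25% in these data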;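 further: 0% = DMSO wells with enzyme and 100% = wells lacking Arfgap1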
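material = rat Arfgap1 catalytic domain, aa 1-136 | also added = human ARF1(Δ1-17)-GTP substrate | compound dosing = one concentration, 16.5 µM, DMSO 1.26% | times = GTP hydrolysis reaction 2 h at 25 °C | measured by = FP, GDP Alexa 633 tracer displaced from anti-GDP antibody, 620/688 nm | evaluation = percent inhibition of Arfgap1-stimulated GTP hydrolysis | replication = single well per compound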
An asterisk follows results filed as active.

SMILES	Tn7 DDE FP	KLK7 zymogen act	PLCb3 inh	ASAP1 GAP inh	PLC-gamma1 inh	UHRF1 MBD2 ctr	Tn6 DDE FP	ADAM17 inh	MBD2 inh	ARFGAP1 inhibitor
O=c1cc(CN2CCN(c3cccc(Cl)c3)CC2)c2cc(O)c(-c3ccccc3)cc2o1	-2	0.8	-9	-1	-10	2	9	1	-1	-5
Cc1nc(N)sc1N=Nc1c(C)n(C)n(-c2ccccc2)c1=O	7	-0.5	2	20	6	3	-9	-6	6	-2
COc1cc(/C=C/C(=O)OCC(=O)NC(=O)NCc2ccccc2)ccc1OCC#N	4	-1.8	-16	-6	-9	0	-1	-14	-5	8
CCOc1ccc(CCNC(=O)c2ccc(CS(=O)Cc3ccc(Cl)cc3)o2)cc1OCC (stereo unspecified)	-4	0.7	-8	7	4	3	-4	6	-3	14
CCCCNC(=O)C(CC)(ONc1ccccc1C(F)(F)F)c1ccccc1 (stereo unspecified)	-6	0.0	-4	4	-4	-2	1	0	0	7
COc1cccc(NC(=O)Cc2csc(NC(=O)Nc3ccccc3OC)n2)c1	-4	0.6	-7	8	1	2	-9	10*	-2	7
COc1cc(OC)c(NC(=O)c2ccc3c(SCC(=O)O)c4c(nc3c2)CCCC4)cc1Cl	4	0.1	-27	7	-25	2	0	0	7	8
CCOc1ccc(S(=O)(=O)Nc2cccc(C(=O)NCC(c3ccc(OC)cc3)N3CCOCC3)c2)cc1 (stereo unspecified)	-1	-0.2	-12	0	-2	1	-4	-1	-1	-5
O=C1CC(N2CCN(CCc3ccccn3)CC2)C(=O)N1c1ccc(Cl)cc1 (stereo unspecified)	-3	-0.3	3	8	2	-1	-1	0	-1	-2
COc1ccc(OC)c(-n2c(=S)[nH]c3cc(C(=O)N4CCN(c5ccccc5)CC4)ccc3c2=O)c1	-6	-0.4	-9	1	-1	-1	-6	3	1	-6
Cc1ccc(NC(=S)Nc2ccccn2)c(C)c1	3	0.2	-2	-15	2	-2	5	-5	2	2
CC(=O)c1cccc(N2C(=O)CC(N3CCN(S(=O)(=O)c4ccc(Cl)cc4)CC3)C2=O)c1 (stereo unspecified)	2	-0.3	-6	-4	-1	0	-5	-3	5	-2
Nc1nonc1-n1nnc(C(=O)N/N=C/c2cccnc2)c1CSC1=NCCS1	4	0.1	-9	1	1	-1	1	1	-3	-1
Cc1cc(C)c(S(=O)(=O)N2CCC(C(=O)NCc3ccco3)CC2)c(C)c1	-11	-0.6	1	3	0	0	-4	0	-2	19
CCN(CC)CCOCCOC(=O)C(CC)(CC)c1ccccc1	-1	0.2	-2	-6	2	14	2	-2	-1	8
O=C(CNCc1cccs1)Nc1ccc(N2CCCCCC2)cc1	1	1.1	1	2	3	-1	2	2	1	-9
COc1ccc(CNC(=O)Cc2csc(NC(=O)Nc3ccccc3OC)n2)cc1	6	0.0	-2	-1	2	0	-3	0	1	-2
c1ccc(Oc2cc(-c3ccccc3)nc(-c3ccccc3)n2)cc1	-8	0.1	9	13	4	2	-4	1	4	10
CCC1(c2ccc(F)cc2)NC(=O)N(CC(=O)N2CCc3ccccc32)C1=O (stereo unspecified)	9	0.1	-3	8	-2	0	-5	-5	3	4
CCSc1nnc(NC(=O)Cc2ccc(OC)c(S(=O)(=O)N3CCOCC3)c2)s1	1	0.2	2	-1	-1	-2	5	-4	-7	5
COc1cccc(-n2cnc3sc4c(c3c2=O)CCC4)c1	3	-0.2	-7	1	-2	1	-3	-5	4	6
O=[N+]([O-])c1ccc(S(=O)(=O)c2ccccc2)nc1	2	0.7	0	6	3	-1	-3	-2	3	-5
CCC(c1nnc(SCC(=O)N2CC(=O)Nc3ccccc32)n1Cc1ccccc1)N(C)C (stereo unspecified)	-2	0.1	2	5	4	-2	1	-1	3	-6
CN(C)C(=O)N1CCCC(C(=O)NCc2cccs2)C1 (stereo unspecified)	5	0.9	2	3	-2	18	3	-1	-2	3
O=C(Nc1cccc(S(=O)(=O)N2CCOCC2)c1)c1cnccn1	3	0.7	2	-3	-1	1	-4	-3	2	5
COc1cc(C2/C(=C(\O)c3ccc4c(c3)OCCO4)C(=O)C(=O)N2Cc2ccco2)cc(OC)c1OC (stereo unspecified)	0	-0.2	-9	3	1	-1	0	0	0	8
Cc1cc(Cl)ccc1N(CC(=O)NCc1ccccc1)S(C)(=O)=O	1	-0.2	-1	2	0	5	1	-6	3	-8
CCCCOC(=O)Nc1ccc(C(C)C)cc1	0	-0.1	-2	3	0	-1	-3	-5	-6	-8
O=C1CC(N(C(=O)c2ccco2)c2cccc(Cl)c2)C(=O)N1c1cccc(Cl)c1 (stereo unspecified)	-3	0.8	-7	2	0	7	1	-1	0	6
COc1ccc(C(=O)NNC(=O)c2ccc3ccccc3c2)cc1	-4	0.7	1	4	0	-2	7	-3	1	-4
CC(=O)NC1CC2CCCC(C1)N2C(=O)Nc1c(C)cccc1C (stereo unspecified)	-4	0.1	-3	-2	-7	-1	-2	-3	2	2
CCOc1ccccc1C(=O)NC(C(=O)N(C)Cc1ccc2c(c1)OCO2)C(C)C (stereo unspecified)	-1	0.1	-8	-3	0	-1	2	-3	0	-4
O=C(CCN1C(=O)C2C3CC(C(Br)C3Br)C2C1=O)OCC(=O)c1ccccc1 (stereo unspecified)	-2	0.2	3	-7	1	-3	-3	-1	-5	11
CC12C(=O)N(Cc3ccccc3)C(=O)C1C1C=CC2C1 (stereo unspecified)	2	0.1	2	0	5	0	-1	-4	-5	6
Cc1cc(NC(=O)c2ccccc2)c(Cl)cc1N	-4	-0.1	-10	15	1	5	1	3	0	5
CC1(c2ccccc2)NC(=O)N(CC(=O)Nc2ccc3c(c2)CCC3)C1=O (stereo unspecified)	8	-0.3	-6	4	2	0	0	3	-4	2
CCN1C(=O)[C@H]2[C@@H](c3ccc(C)cc3)N3C(=O)N(c4ccc(C(F)(F)F)cc4)C(=O)[C@@]3(CC(C)C)[C@H]2C1=O	0	0.1	3	3	-3	2	-1	3	-2	8
O=C(COc1coc(CN2CCc3ccccc3C2)cc1=O)Nc1cccc(Cl)c1	-1	-1.0	-10	10	-4	-1	0	-4	2	6
CCCCOP(=O)(OCCCC)C1(C)CC(=O)CC(C)(C)C1 (stereo unspecified)	-5	0.5	4	-10	-3	16	1	-3	5	14
O=C(C1CCCCCC1)N1CC[C@@H](N2CCC(O)CC2)[C@H](O)C1	-8	-0.8	-15	-5	-7	-1	-6	1	2	10
O=C(Cc1ccc(NC2=NC3CS(=O)(=O)CC3S2)cc1)NCCc1ccccc1 (stereo unspecified)	-2	0.1	-5	1	0	2	10	-6	4	-5
Brc1cccc(-c2nnc3sc(CNC4CCCC4)cn23)c1	-7	-0.1	-1	9	2	1	-6	-1	-1	7
COC(=O)C1=C(N)Oc2cc(C)n(CC3CCCO3)c(=O)c2C1c1ccc(Cl)c(Cl)c1 (stereo unspecified)	-14	0.9	0	9	4	4	-4	2	-2	-2
COc1ccc(-n2c(Cc3cccn3C)nnc2SCC(=O)Nc2ccc(C)cc2)cc1	2	0.0	-3	-5	-2	1	3	2	-1	-12
COc1ccc(OC)c(C(=O)Cn2c3[n+](c4ccc(C(F)(F)F)cc42)CCCCC3)c1	0	0.2	-17	2	-9	18	5	-2	0	-17

Looked up by compound from the list above:
SMILES	Tn7 DDE FP	KLK7 zymogen act	PLCb3 inh	ASAP1 GAP inh	PLC-gamma1 inh	UHRF1 MBD2 ctr	Tn6 DDE FP	ADAM17 inh	MBD2 inh	ARFGAP1 inhibitor
CCOc1ccc(S(=O)(=O)Nc2cccc(C(=O)NCC(c3ccc(OC)cc3)N3CCOCC3)c2)cc1 (stereo unspecified)	-1	-0.2	-12	0	-2	1	-4	-1	-1	-5
CCCCOC(=O)Nc1ccc(C(C)C)cc1	0	-0.1	-2	3	0	-1	-3	-5	-6	-8
CCC1(c2ccc(F)cc2)NC(=O)N(CC(=O)N2CCc3ccccc32)C1=O (stereo unspecified)	9	0.1	-3	8	-2	0	-5	-5	3	4
O=C(COc1coc(CN2CCc3ccccc3C2)cc1=O)Nc1cccc(Cl)c1	-1	-1.0	-10	10	-4	-1	0	-4	2	6

(cont.)
SMILES	Tn7 DDE FP	KLK7 zymogen act	PLCb3 inh	ASAP1 GAP inh	PLC-gamma1 inh	UHRF1 MBD2 ctr	Tn6 DDE FP	ADAM17 inh	MBD2 inh	ARFGAP1 inhibitor
NS(=O)(=O)c1ccc(NS(=O)(=O)/C=C/c2ccccc2)cc1	1	-0.9	7	-11	8	0	-4	5	-2	-2
CN(N=C(c1ccccc1)c1ccccc1)c1ccccc1	11	0.0	-2	-8	0	0	5	0	5	-5
COc1cc(C(CC(=O)Nc2cc(C)ccn2)N2Cc3ccccc3C2=O)cc(OC)c1OC (stereo unspecified)	3	0.0	-2	4	-3	-1	4	0	-3	-6
CN(C1(C)CCS(=O)(=O)C1)S(=O)(=O)c1ccc2ccccc2c1 (stereo unspecified)	-3	-0.5	-12	12	6	0	5	-2	3	-2
O=C(Nc1ccn(CCCN2CCN(c3ccccn3)CC2)c(=O)n1)OCc1ccccc1	-5	0.6	1	1	0	-2	1	-3	-5	3
COc1cc(NS(C)(=O)=O)c(OC)cc1NC(=O)c1ccccc1	-2	-0.9	1	-10	-3	-3	0	-4	0	5
O=C(O)CCS(=O)(=O)c1ccc(-c2ccccc2)cc1	2	0.3	7	3	6	1	-1	0	-6	-6
Cc1cccc2c1N(CCOc1ccccc1Cl)C(=O)C2=O	1	0.0	1	-4	1	3	-9	-2	-6	6
CSc1ccc(CN(C)CC(=O)Nc2ccccc2Br)cc1	6	0.3	-1	5	4	-1	1	3	-5	6
COc1cc(NC(=O)C/C(C)=N/NC(=O)C(OC)c2ccccc2)c(OC)cc1Cl (stereo unspecified)	4	0.2	0	-11	0	-3	4	0	-8	1
COc1ccc(N2CCN(c3oc(COc4ccc(Cl)cc4Cl)nc3C#N)CC2)cc1	-8	-0.1	4	-7	-2	-2	3	1	-5	-3
CC(C)C[C@H](NC(=O)c1[nH]cnc1C(=O)N[C@@H](Cc1ccccc1)C(=O)OC(C)(C)C)C(=O)OC(C)(C)C	0	-0.2	3	-2	2	-4	-3	-2	3	8
Cc1ccc(SCC(=O)NCCc2ccccc2)cc1	5	0.1	-4	-4	3	-1	2	1	-7	-6
O=C(CNCc1ccccn1)N1CCc2ccccc2C1	0	0.9	-7	11	-2	3	10	-6	2	-5
COc1ccc(NC(=O)Cc2csc(NC(=O)Nc3ccccc3OC)n2)c(OC)c1	0	0.6	-7	2	2	-1	-10	4	2	12
COc1ccc(-n2c(C)cc(/C=C3\SC(=S)N(Cc4ccco4)C3=O)c2C)cc1	1	-0.8	-11	12	-5	8	-4	-4	10	18
CN(C)c1ccc(/C=C2\CCC/C(=C\c3ccccc3)C2=O)cc1	-8	0.1	-68	-7	-52	-3	5	4	-2	-5

Source: PubChem BioAssay (The Scripps Research Institute Molecular Screening Center)
